Bioassay records deposited in PubChem BioAssay by several laboratories.
KKLEB cytotox = counter-screen for CF NF-kB inhibitors: cytotoxicity; KKLEB CF airway cells viability, ATPlite luminescence, overnight; stronger effect = lower value; cells stimulated with P. aeruginosa culture filtrate; activity change (cytotoxicity), % at 5 µM; 0.36% of 360,000 active;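 active means corrected activity change at or below -50% at 5 µM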
SRC3 inh = human NCOA3 inhibition; Q9Y6Q9; HEK293 GAL4-SRC3 luciferase reporter, luminescence; inhibition, % at 3.6 µM; 0.17% of 360,000 active; AID 588352;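 active means inhibition above a per-campaign cutoff, the mean of all compounds plus 3 SD, cut at about 60% in these data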;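 further: 0% = DMSO-treated cells and 100% = gossypol-treated cells at 36 µM; higher means less SRC3-driven luciferase light from the GAL4 reporter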
LMP1 NFkB inh = inhibitors of Epstein-Barr LMP1-induced NF-kappaB reporter; LMP1-induced NF-kappaB luciferase reporter cells, luminescence; inhibition, % at 12.5 µM; 0.69% of 350,000 active; AID 504558; in the data active means inhibition above about 41%;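 further: 0% = neutral control wells and 100% = reference inhibitor control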
Shn3 3UTR inh = inhibitors of Schnurri-3 3'UTR reporter in osteoblasts; Clone20 osteoblast Shn3 3'UTR firefly luciferase, 24 h; inhibition, % at 12.5 µM; 0.52% of 360,000 active; AID 588674;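 active means mean inhibition of at least 75% with every replicate also reaching 75%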;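 further: 0% = median of neutral control wells and 100% = pilot-screen positive control compound; some compounds past the cut are filed as inactive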
TWEAK Fn14 block = inhibitors of TWEAK-Fn14 interaction signaling; 2% of 360,000 active; TWEAK-stimulated Fn14 reporter cells, luciferase luminescence, 8 h; inhibition, % at 10 µM; AID 1159606; in the data active means inhibition above about 50%
TRAIL sens C8 = sensitizes caspase-8 expressing cells to TRAIL; NB7+C8 cells + TRAIL, ATPlite viability luminescence; inhibition (viability loss, TRAIL sensitization), % at 10 µM; 1% of 360,000 active;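 active means compounds causing at least 50% loss of cell viability in the single-dose screen, relative to plate controls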
NCOA1 inh = inhibitors of human steroid receptor coactivator 1 (SRC1). 0.12% of 360,000 active. inhibition, % at 3.6 µM. Q15788. HEK293 GAL4-SRC1 luciferase reporter, luminescence;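 active means inhibition above the campaign mean plus 3 SD, with each screening campaign given its own cutoff, cut at about 60% in these data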;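 further: 0% = DMSO treated cells and 100% = gossypol at 36 µM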
COUP-TFII inh = blocks human COUP-TFII nuclear receptor | P24468 | HEK293T NGFI-A luciferase reporter, luminescence | inhibition, % at 8.6 µM | 0.7% of 370,000 active;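 active means inhibition above a per-plate cutoff, mean inhibition of test wells between control levels plus 3 SD, cut at about 38% in these data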;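 further: cells cotransfected with COUP-TFII expression vector driving the NGFI-A reporter; 0% = median of COUP-TF2 test wells and 100% = reporter-only cells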
Target sequence (P24468 whole entry, looked up): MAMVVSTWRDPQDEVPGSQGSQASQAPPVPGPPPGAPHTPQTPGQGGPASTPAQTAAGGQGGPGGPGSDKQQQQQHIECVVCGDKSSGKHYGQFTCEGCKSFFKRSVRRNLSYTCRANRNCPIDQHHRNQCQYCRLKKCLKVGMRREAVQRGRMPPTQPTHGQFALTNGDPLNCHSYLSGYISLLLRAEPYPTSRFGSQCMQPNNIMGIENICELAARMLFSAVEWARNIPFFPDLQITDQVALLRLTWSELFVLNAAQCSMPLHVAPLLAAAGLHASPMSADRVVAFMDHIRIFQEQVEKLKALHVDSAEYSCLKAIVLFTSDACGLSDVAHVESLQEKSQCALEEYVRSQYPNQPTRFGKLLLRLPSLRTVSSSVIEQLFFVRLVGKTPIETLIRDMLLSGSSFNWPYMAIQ
CF NFkB block = blocks PAF-induced NF-kB reporter in cystic fibrosis cells; inhibition, % at 5 µM; KKLEB NF-kB-GFP reporter, GFP fluorescence overnight; 0.86% of 360,000 active;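 active means at least 50% inhibition at 5 µM, scaled per plate between neutral and stimulator controls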;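 further: PAF is a Pseudomonas aeruginosa culture filtrate used as stimulus; plate controls were PAF-stimulated DMSO wells for no effect and unstimulated DMSO wells for full effect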
LRH-1 inv ag = inverse agonists of human LRH-1 (NR5A2) | O00482 | HEK293T StAR-luciferase reporter, LRH-1 transfected, 24 h | inhibition, % at 3.6 µM | 0.13% of 360,000 active;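 active means inhibition above the mean inhibition of all tested compounds plus 3 SD, cut at about 73% in these data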;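 further: 0% = DMSO wells and 100% = reporter-only cells lacking LRH-1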
Target sequence (O00482 whole entry, looked up): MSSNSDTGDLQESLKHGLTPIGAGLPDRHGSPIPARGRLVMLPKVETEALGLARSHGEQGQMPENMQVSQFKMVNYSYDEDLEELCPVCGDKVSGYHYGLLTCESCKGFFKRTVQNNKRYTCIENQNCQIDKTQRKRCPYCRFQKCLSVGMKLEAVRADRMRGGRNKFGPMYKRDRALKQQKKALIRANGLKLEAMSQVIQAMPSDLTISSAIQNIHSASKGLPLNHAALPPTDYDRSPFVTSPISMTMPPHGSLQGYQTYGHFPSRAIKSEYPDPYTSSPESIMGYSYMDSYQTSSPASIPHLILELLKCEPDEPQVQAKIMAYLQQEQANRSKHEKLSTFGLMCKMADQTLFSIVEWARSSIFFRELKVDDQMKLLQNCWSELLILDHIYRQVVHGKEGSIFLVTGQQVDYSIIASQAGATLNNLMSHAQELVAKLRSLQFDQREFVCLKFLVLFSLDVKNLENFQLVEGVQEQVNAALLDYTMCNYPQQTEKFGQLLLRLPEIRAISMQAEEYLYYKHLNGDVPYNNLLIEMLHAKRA
TROY signal inh = inhibitors of TROY-dependent NF-kB signaling; Q293 LMP1-TROYcd NF-kB luciferase reporter, 4 h; inhibition, % at 10 µM; 0.98% of 360,000 active; AID 1347056;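 active means compounds whose plate-normalised and pattern-corrected inhibition of the luciferase reporter signal at the single screening dose is 50% or more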
An asterisk follows results filed as active; · = no result given.

Results follow in this order: KKLEB cytotox	SRC3 inh	LMP1 NFkB inh	Shn3 3UTR inh	TWEAK Fn14 block	TRAIL sens C8	NCOA1 inh	COUP-TFII inh	CF NFkB block	LRH-1 inv ag	TROY signal inh
- COc1cc(C(=O)Nc2ccc(OCC(=O)O)cc2)cc(OC)c1OC
 : -0.6	-10.3	2.7	-1.2	-8.1	10.6	-42.5	-7.7	-1.3	-1.8	-7.8
- Cc1ccc(S(=O)(=O)N(C)C)cc1NC(=O)COC(=O)/C=C/c1ccc(F)cc1
 : -16.9	7.8	-3.0	-9.1	1.9	8.9	2.1	-13.0	29.4	23.6	-6.7
- Cc1ccc2nc3n(c(=O)c2c1)-c1cc2ccccc2cc1C(=O)NC3Cc1ccccc1 (stereo not given)
 : -12.5	17.7	11.2	29.1	23.1	15.3	14.6	6.5	29.8	-0.3	11.0
- Cc1ccc(CN2CCC[C@]3(N[C@H](c4ccc(C(F)(F)F)cc4)[C@@H]4C(=O)N(C)C(=O)[C@@H]43)C2=O)cc1
 : 9.2	-6.9	-2.2	14.7	-0.7	-16.2	-18.6	-13.5	-16.4	-16.4	-2.0
- COc1ccccc1NS(=O)(=O)c1ccc(C)c(C(=O)NCC2CCCO2)c1 (stereo not given)
 : -5.6	-0.7	2.9	-6.3	3.6	0.7	-4.0	14.3	-4.1	2.0	-0.9
- COc1cc(NC(=O)c2ccc(F)cc2)c(OC)cc1NC(=O)CN1CCOCC1
 : 1.2	7.6	2.0	-24.3	-10.0	3.6	0.5	-1.3	3.5	17.6	3.6
- COc1cc(/C=N\NC(=O)c2ccc(-c3ccccc3)cc2)ccc1OCC(N)=O
 : -2.9	-9.0	5.0	28.0	-30.9	40.6	-14.7	-3.5	-10.5	-14.6	-45.6
- COC(=O)c1sccc1NC(=O)CSc1ccccc1NS(=O)(=O)c1ccccc1Cl
 : -5.3	10.8	4.9	5.2	10.1	-11.7	-8.9	12.3	-1.1	7.5	23.3
- COc1ccccc1/C=C/C(=O)OCC(=O)N1CCN(S(=O)(=O)c2ccc(C)cc2C)CC1
 : 2.1	7.2	-3.8	-6.5	7.7	9.8	-18.2	10.2	-9.0	3.3	-5.1
- COc1ccc(C(C(=O)NC(C)(C)C)N(C(=O)CCC(=O)Nc2cc(C)on2)c2c(C)cccc2C)cc1 (stereo not given)
 : -4.3	20.1	3.1	7.8	-0.6	-0.3	3.9	8.6	10.9	-2.4	7.5
- O=C(Nc1ccc(Cl)c(Cl)c1)N1N=CCC1c1ccccc1 (stereo not given)
 : 12.9	15.9	7.8	3.5	10.9	22.8	-2.5	16.0	-12.2	4.5	-8.2
- CCSc1ccc([C@@H]2[C@H]3C(=O)N(CC)C(=O)[C@H]3[C@]3(C(=O)OC)CCCCN23)cc1
 : -14.7	1.4	-7.7	-2.1	17.6	4.2	-4.5	15.4	7.5	6.9	-13.0
- C[C@H]1CN([C@@H](C)CO)C(=O)c2cccc(NC(=O)c3cnccn3)c2O[C@@H]1CN(C)S(=O)(=O)c1ccc(F)cc1
 : -0.6	8.4	1.0	-20.4	-37.7	-1.5	-5.7	·	11.1	1.3	-18.5
- COc1ccc(-c2nnc(NC(=O)c3cccs3)s2)c(OC)c1
 : -6.5	5.8	-6.1	·	-42.0	3.1	-27.9	9.2	-4.6	-9.0	-11.7
- O=C1SCCC1NS(=O)(=O)c1ccccc1[N+](=O)[O-] (stereo not given)
 : 6.3	-3.8	-6.3	-7.7	-3.7	4.5	6.2	-30.4	-0.5	15.6	19.3
- CC1CCN(c2ccccc2NC(=O)c2ccc(Br)o2)CC1
 : -27.2	-4.3	4.1	16.4	-10.8	1.8	-3.7	-34.0	49.1	2.9	-0.9
- Cn1c(C(=O)OC(C(=O)NCC2CCCO2)c2cccnc2)cc2sccc21 (stereo not given)
 : -3.6	-22.6	-5.5	19.0	3.3	0.4	-10.8	8.4	-5.5	13.1	5.0
- CN1CCN(c2ccc(CNC(=O)c3cccc4c(-c5ccc(F)c(F)c5)coc34)cc2)CC1
 : -11.5	-3.7	·	-1.0	-141.2	46.7	-4.5	·	-8.6	-12.8	-48.5
- COc1ccc(S(=O)(=O)N(C)C)cc1NC(=O)COC(=O)Cn1cnc2ccccc2c1=O
 : -3.8	3.3	-6.4	-2.6	17.8	-9.3	0.1	-1.7	22.5	-11.4	-1.3
- COc1cccc(NS(=O)(=O)c2ccc3c(c2)NC(=O)CC(=O)N3)c1
 : 14.5	-8.8	8.2	-6.4	3.9	-4.7	-8.3	14.4	13.8	-9.8	4.8
- Cc1ccc(CNC(=O)CCS(=O)(=O)c2cc3c(cc2Cl)NC(=O)CO3)o1
 : -0.7	-6.0	-9.2	-0.2	4.7	6.3	-0.5	-0.6	-22.5	-10.6	4.8
- CCOc1ncccc1C(=O)OCC(=O)Nc1ccc(C(C)C)cc1
 : -6.6	-6.3	-4.6	19.1	4.6	3.7	11.4	-12.0	10.9	-14.1	-8.1
- O=C(NCc1ccccc1)C(c1ccco1)N(C(=O)c1ccccn1)c1ccc(F)cc1 (stereo not given)
 : -21.9	-5.4	0.9	6.7	14.9	-7.2	-11.3	0.3	-6.8	10.4	-16.4
- COc1ccc(-c2cccc(N3CCN(c4ccccn4)CC3)n2)cc1OC
 : -0.9	-12.3	·	-3.7	6.2	3.0	-3.9	-9.7	9.9	17.5	11.4
- Cc1ccccc1C(=O)NNC1=NCCC1
 : 8.4	0.4	3.7	-1.8	-4.0	9.6	-27.8	2.7	-3.6	13.8	-5.0
- COC(=O)c1ccccc1NC(=O)COC(=O)C1CCCCC1
 : -8.6	-16.4	-5.1	-7.6	-11.5	-2.6	8.7	-8.5	-3.4	1.1	-11.1
- Cc1ccc(-n2ncc(C(=O)Nc3ccc(Cl)cc3)c2C2CCNCC2)cc1C
 : -18.5	21.9	-9.9	10.5	-7.4	-1.3	21.6	-12.9	24.2	-12.3	-23.2
- CC(C)[C@H](NC(=O)c1ccc(Cl)cc1Cl)C(=O)NNc1cccc(C(=O)O)c1
 : 10.6	-42.4	-4.1	-16.8	-22.7	-5.6	-76.5	1.8	5.1	-48.0	-59.5
- CC(C)(C)OC(=O)N(CCc1ccccc1)Cc1ccc(OCc2cccc(NC(=O)C3CC3)c2)cc1
 : -12.8	-3.4	13.9	7.2	31.4	25.2	-0.1	0.5	27.3	-7.3	10.1
- Cc1cc(NC(=O)c2cccs2)n(-c2nc3ccccc3[nH]2)n1
 : -11.3	15.2	24.8	12.6	4.5	8.0	14.4	2.9	-10.6	25.2	-16.2
- COc1ccc(OC)c(/C=C/C(=O)c2ccc3c(c2)OCCO3)c1
 : -33.2	-4.3	9.8	-50.6	16.3	65.3*	6.0	-18.1	-0.7	-4.1	-36.0
- CC1(C)CC(=O)C=C(NCCN2CCN(C(=O)Nc3ccccc3)CC2)C1
 : -3.9	-6.5	-16.9	-3.1	-11.7	-7.3	-1.6	14.7	-3.9	15.0	1.3
- O=C(COC(=O)/C=C/c1ccc2ccccc2n1)NNC(=O)c1ccccc1
 : -10.5	-17.0	-2.3	-12.4	23.7	-6.5	-15.8	-15.0	20.0	-13.7	-7.2
- CN(C)/C=C/C(=O)c1ccccc1OCc1cnc(Cl)s1
 : 4.8	9.6	-0.8	4.7	-4.7	-8.0	-6.5	16.2	8.8	-3.7	8.6
- CN(C)C(=O)N1CCC(C(=O)NCc2ccccc2Cl)CC1
 : 0.1	9.7	-22.0	-8.2	47.5	-6.7	-21.3	-15.6	1.2	7.3	-11.2
- COc1cc(OC)nc(Nc2nc(C(N)Cc3ccc(F)cc3)cs2)n1 (stereo not given)
 : -20.0	-7.9	·	10.9	-11.2	37.9	-5.9	2.4	25.4	-10.8	-9.3
- Cc1ccc(-n2c(SCC(=O)NCC3CCCO3)nc3ccccc3c2=O)cc1 (stereo not given)
 : -3.6	24.2	1.4	20.8	8.4	0.0	-7.2	5.3	-17.5	23.2	-1.9
- CC/C(=N/O)c1cnnc(SC)n1
 : -5.1	-3.3	11.9	7.7	-1.9	-9.7	8.2	-0.9	3.9	2.1	-0.2
- O=C(COC(=O)c1cnccn1)c1ccc([N+](=O)[O-])cc1
 : 8.0	11.6	8.4	9.4	11.3	-15.7	4.5	-2.6	-11.1	11.5	1.9
- COC(=O)c1ccc(N2OC3(C)C=CC2CC3)cc1 (stereo not given)
 : 11.8	-18.5	-19.5	-48.8	-23.7	5.9	-35.4	-28.1	10.2	-47.3	-82.0
- CCOC(=O)Cn1nc(C)c(NC(=O)COc2ccc([N+](=O)[O-])c(C)c2)c1C
 : 12.2	29.8	-3.2	11.7	25.6	-3.2	22.7	-13.4	-12.8	14.0	-3.3
- Cc1ccc2cc(CCNC(=O)c3cc4ccccc4o3)c(=O)[nH]c2c1C
 : 1.6	-14.6	4.0	-2.5	28.9	-5.1	-14.1	0.8	-9.6	-2.5	44.1
- CCc1ccc(C(=O)O)cc1
 : 8.3	14.6	0.8	0.4	-13.7	2.4	5.9	-6.8	-13.6	-3.6	2.2
- COc1ccc(Cl)cc1NC(=O)CN(C)C(=O)c1cn(-c2ccccc2)nc1-c1cccs1
 : -14.0	-13.3	2.5	49.6	48.2	21.4	-6.5	2.6	-21.4	-20.2	-2.2
- COc1ccc(-c2csc(C(O)c3cccc(Cl)c3)n2)cn1 (stereo not given)
 : -19.7	-0.6	·	-37.9	-6.0	7.0	-17.6	-0.1	10.5	2.5	5.3
- O=C(NC1CCCc2c1cnn2-c1cc(F)cc(F)c1)c1ccccn1 (stereo not given)
 : -0.3	-7.9	-0.9	-6.5	-7.5	0.5	1.1	3.9	-8.1	-12.4	-13.9
- CC(OC(=O)Cn1[nH]c(=O)c2ccccc2c1=O)C(=O)Nc1ccc(Cl)cn1 (stereo not given)
 : -7.8	8.8	1.3	-15.3	-7.6	-1.1	-6.7	21.0	6.7	4.0	6.8
- COc1ccc(-c2cc3ccc(OCC(C)=O)cc3oc2=O)cc1OC
 : -25.7	-90.7	-18.9	-89.7	-7.2	9.6	-83.5	-21.3	4.1	-83.8	-59.8
- O=C(Nc1nnc([C@@H]2C[C@H](O)[C@@H](CO)O2)s1)c1cccs1
 : 4.1	-21.6	·	-7.2	0.4	-2.4	-4.9	-15.4	-4.7	-7.0	16.9
- CC(=O)N1CCc2cc(S(=O)(=O)NC(C(=O)NC3CCCc4ccccc43)C(C)C)ccc21 (stereo not given)
 : 4.1	-5.7	4.8	4.8	3.8	9.6	2.4	1.5	-8.5	-6.9	14.2
- O=C(NC(=S)Nc1ccc(S(=O)(=O)N2CCCC2)cc1)C1CC1
 : 1.1	11.9	-1.6	-0.5	-17.4	-7.5	-8.9	0.1	19.8	30.8	-3.0
- Clc1ccc(CNCCC2=CCCCC2)cc1
 : 5.3	-1.1	-5.7	-4.3	-26.7	8.0	5.8	-3.9	-4.9	3.9	-8.1
- CCn1c(CC(=O)Nc2ccccc2)nnc1SCc1nc2ccccc2c(=O)[nH]1
 : -7.7	-2.6	-14.3	-1.1	-1.7	3.7	4.2	-0.7	-26.9	1.0	-11.8
- O=C(Nc1ccn(CCCNCc2ccc3[nH]ccc3c2)c(=O)n1)OCc1ccccc1
 : 8.4	-13.5	-0.8	-3.7	-1.7	-7.4	3.7	-0.4	-26.7	-1.4	7.2

An excerpt; the hit share may differ from the screen's.
